Source: PubChem BioAssay
NTR1 agonist: agonists of NTR1, primary screen, imaging, U2OS cells, beta-arrestin-GFP, high content (AID 493036); hit rate 0.17% among 330,000; activation, % at 20 µM; NTR1-U2OS beta-arrestin-GFP spot imaging, agonist mode; Neurotensin receptor type 1 (Homo sapiens), P30989;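 active means activation at or above 40% of the spot to cytoplasm intensity ratio, with at least 20 cells analyzed; inconclusive means wells under 20 cells, flagged as cytotoxic or low count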;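 further: 0% = DMSO without peptide and 100% = 100 nM NTR1 peptide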
Target sequence (P30989 whole entry, looked up): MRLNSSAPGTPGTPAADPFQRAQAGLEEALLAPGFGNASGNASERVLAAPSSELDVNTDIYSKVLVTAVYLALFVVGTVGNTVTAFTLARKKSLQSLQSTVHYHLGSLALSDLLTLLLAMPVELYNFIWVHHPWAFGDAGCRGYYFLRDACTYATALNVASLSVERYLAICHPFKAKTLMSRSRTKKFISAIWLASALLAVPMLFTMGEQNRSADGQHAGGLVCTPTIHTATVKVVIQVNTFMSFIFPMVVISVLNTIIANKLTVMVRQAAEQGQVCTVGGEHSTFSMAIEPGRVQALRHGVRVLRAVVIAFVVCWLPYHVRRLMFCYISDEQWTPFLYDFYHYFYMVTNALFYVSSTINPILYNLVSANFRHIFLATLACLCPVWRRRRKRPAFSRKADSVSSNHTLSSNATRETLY
MgcRacGAP inhibition: MgcRacGAP GTPase-activating activity inhibitors, confirmation, biochemical, ADP Hunter fluorescence; MgcRacGAP-stimulated Rac1 GTP hydrolysis, ADP Hunter fluorescence; higher % means a stronger effect; GST-tagged Rac1 F28L mutant substrate; one-dose inhibition, % at 30 µM; IC50 in µM for titrated hits; hit rate 0.6% among 340,000;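 active means first-screen hits whose inhibition reached a set limit at any dose in the follow-up dose series; inconclusive means inhibition above the set first-screen limit but never retested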;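 further: fluorescence reports GDP produced by GAP-driven GTP hydrolysis; strong numbers were not always called active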
AID2073: inhibitors of Mint1-CaV2.2 protein interaction, biochemical, HTRF (AID 2073); Voltage-dependent N-type calcium channel subunit alpha-1B (Homo sapiens); HTRF protein-protein interaction, Mint1-CaV2.2; higher % means a stronger effect; inhibition, % at 20 µM; hits with a dose series show IC50 in µM; hit rate 0.19% among 290,000; in the data active means inhibition mostly above about 51%, no sharp cut-off; inconclusive means no clear call, values can overlap the other calls; inactive means mostly below about 53%; further: some results filed as inactive read as strong as hits
Dengue-2 NS5 capping: Dengue-2 NS5 methyltransferase inhibitors, primary screen, biochemical, confirmation dose response (AID 588689) | hit rate 0.3% among 340,000 | Genome polyprotein (Dengue virus type 2 (strain 16681-PDK53)) | inhibition, % at 25 µM, or IC50 in µM where a hit was titrated | Dengue-2 NS5 methyltransferase capping enzyme assay, biochemical; higher % means a stronger effect; in the data active means a potency from the dose series; inconclusive means inhibition above about 29% without an active follow-up result
Large T inhibition: SV40 large T antigen inhibitors, biochemical (AID 1903). SV40 large T antigen ATPase/helicase inhibition assay; higher % means a stronger effect. inhibition, % at 20 µM; hits with a dose series show IC50 in µM. hit rate 0.39% among 310,000; in the data active means a potency from the dose series; inconclusive means inhibition mostly from about 32% at the one dose, without a potency; inactive means the rest, 99 in 100 with inhibition below about 32%; further: strong numbers were not always called active
Siah-1 displacement: Siah-1 peptide-binding antagonists, primary screen, biochemical, fluorescence polarization, rhodamine-plectin, uHTS (AID 1817) | displacement, % at 20 µM; hits with a dose series show IC50 in µM | Siah-1 / rhodamine-plectin peptide fluorescence polarization; higher % means a stronger effect | E3 ubiquitin-protein ligase SIAH1 (Homo sapiens) | hit rate 0.02% among 290,000;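 active means displacement of at least 50% at 20 µM, with a fluorescence ratio check between 0.3 and a set limit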;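 further: plate controls were Siah plus tracer with DMSO for no effect and tracer alone without Siah for full effect; strong numbers were not always called active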
West Nile antiviral: West Nile virus antiviral activity, cell-based, CPE readout (AID 1621). one-dose CPE inhibition, % at 10 µM; IC50 in µM for titrated hits. West Nile virus-infected cells, CPE inhibition; higher % means a stronger effect. hit rate 0.02% among 290,000; in the data active means a potency from the dose series; inconclusive means CPE inhibition mostly from about 3.7% at the one dose, without a potency; inactive means the rest, 99 in 100 with CPE inhibition below about 2.2%; further: strong numbers were not always called active
UTI89 phage lysis: inhibition of K1F phage lysis, E. coli UTI89, bacterial capsule biogenesis inhibitors, alamar blue (AID 488966). E. coli UTI89 K1F phage lysis, alamar blue, 2 h; higher % means a stronger effect. inhibition, % at 100 µM; hits with a dose series show IC50 in µM. hit rate 0.02% among 340,000;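 active means phage lysis inhibition, versus mean bacterial control, above a set limit; inconclusive means no clear call, values can overlap the other calls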;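 further: capsule biogenesis inhibitors block K1F phage lysis so surviving cells raise fluorescence; higher fluorescence means more inhibition of phage lysis; actives were called in the ten point dose series up to 300 µM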
RSV CPE inhibition: RSV antiviral activity via CPE protection, HEp-2 cells, primary 10 µM value included (AID 2391) | HEp-2 cells, RSV-induced CPE inhibition; higher % means a stronger effect | one-dose CPE inhibition, % at 10 µM; IC50 in µM for titrated hits | hit rate 0.13% among 310,000; in the data active means a potency from the dose series; inconclusive means CPE inhibition mostly from about 23% at the one dose, without a potency; inactive means the rest, 99 in 100 with CPE inhibition below about 21%; further: strong numbers were not always called active
NTR1 agonist cell count 20 µM: second read-out of NTR1 agonist, no call of its own (marks repeat the call); cell count; measured here: cell count, cytotoxicity flag
Dengue-2 NS5 capping pilot replicate: further read-out of Dengue-2 NS5 capping, marked with its call; inhibition, %; measured here: pilot screen replicate inhibition
Active calls of the source: *; i = inactive; ? = inconclusive; nt = not tested or not shown; [ ] = dose if it differs, or a comment.

SMILES | NTR1 agonist | NTR1 agonist cell count 20 µM | MgcRacGAP inhibition | AID2073 | Dengue-2 NS5 capping | Large T inhibition | Siah-1 displacement | West Nile antiviral | UTI89 phage lysis | RSV CPE inhibition | others
COc1ccc(/C=C2\CCCC3C2=NC(=S)NC3c2ccc(OC)cc2)cc1 (stereo not drawn) | 4.2 | 52 | 3% | 4% | -1% | 5% | -5% | 2.6% | 3.6% | -0.1%
CCOc1ccc(C)cc1S(=O)(=O)n1ccnc1 | -0.6 | 61 | 3% | 4% | 0% | 2% | -7% | 0.1% | 0.7% | 1.0%
O=C(NCCSc1c(-c2ccccc2)[nH]c2ccccc12)c1cc2ccccc2oc1=O | 6.1 | 82 | 8% | 5% | -6% | -2% | -2% | 0.3% | 10% | -0.4%
Cc1cc(C)c2nc(-c3ccccn3)cc(C(=O)Nc3ccc(S(=O)(=O)Nc4cc(C)on4)cc3)c2c1 | 0.0 | 68 | 1% | 40% | 3% | 4% | -10% | 1.1% | 7.3% | 10%
Cn1c(=O)[nH]c(=O)c2c1nc(Br)n2Cc1ccccc1Cl | -0.1 | 48 | 10% | -9% | -1% | -2% | 2% | 0.7% | 1.7% | 1.9%
Cc1c(O)ccc2c3c(c(=O)oc12)CCC(C)C3 (stereo not drawn) | 4.2 | 47 | 29% | 32% | -4% | 22% | -3% | 0.2% | -0.1% | ?
C=CCN(C(=O)CCC(=O)O)C1CC(=O)N(c2ccc(OCCC)cc2)C1=O (stereo not drawn) | -0.6 | 43 | 10% | 17% | 0% | 5% | 0% | 0.4% | 0.1% | 0.4%
O=C(N/N=C/c1ccncc1)c1cccc([N+](=O)[O-])c1 | 0.4 | 80 | nt | 2% | nt | 3% | -6% | 0.8% | nt | -0.3%
Cc1ccc(CNS(=O)(=O)c2ccc(C(C)(C)C)cc2)n1C | -0.2 | 39 | 3% | -20% | 1% | 4% | 1% | -0.2% | -1.2%[50 µM] | 0.6%
CS(=O)(=O)c1ccc(Cl)c(NC(=O)COC(=O)c2ncc(Cl)c(Cl)c2Cl)c1 | 2.6 | 49 | 6% | nt | -6% | 20% | nt | nt | 1.1%[50 µM] | -0.6%
C=CCn1c(SCc2nc3ccccc3[nH]2)nnc1-c1cccc(OC)c1 | 1.1 | 81 | -9% | -13% | -5% | 19% | 1% | -0.4% | 0.6% | 0.3%
CC(=O)OC(C)(C)C1Cc2cc3ccc(=O)oc3cc2O1 (stereo not drawn) | 1.3 | 77 | -1% | 18% | -15% | 11% | 2% | -0.5% | 0.0% | 0.9%
CCOC(=O)C1CCN(C(=O)CCc2ccc(S(=O)(=O)NC(C)C)cc2)CC1 | -0.1 | 58 | 10% | -8% | -1% | 8% | 3% | 0.0% | 0.4% | 0.2%
COCCCn1cnc2c(c1=O)c1nc3ccccc3nc1n2-c1ccc(C)cc1 | 3.6 | 52 | 2% | 4% | -3% | 2% | 2% | 0.1% | 0.0% | -0.3%
COc1cc2c(cc1OC)C(COc1ccccc1OC)N(C(=O)c1ccco1)CC2 (stereo not drawn) | -0.3 | 48 | 7% | 4% | -2% | 1% | -6% | -0.7% | -0.5% | 14%
O=C(CCCn1c(=O)oc2ccccc21)NNC(=O)COc1ccc(F)cc1 | 2.8 | 59 | 2% | nt | -8% | nt | nt | nt | 0.6%[50 µM] | nt
CCN(CC)CCSc1nc(O)c(-c2ccccc2)c(=O)[nH]1 | 3.9 | 68 | 7% | 5% | -3% | 9% | 0% | 0.4% | 0.5% | 0.8% | Dengue-2 NS5 capping pilot replicate=-2.7
Cc1ccc(NC(=O)CSc2nc3sc(C)cc3c(=O)n2C)cc1 | -0.2 | 42 | 3% | 1% | -4% | 21% | 6% | -0.7% | 0.1% | 2.6%
O=C(/C=C/Nc1ccccc1Oc1ccccc1)c1ccco1 | 6.4 | 65 | 8% | 4% | -9% | 8% | -5% | -0.7% | 3.4% | 1.2%
CC1=NN(c2cccc(F)c2)C(=O)/C1=C/c1ccc(N(C)C)cc1 | -0.1 | 55 | 4% | 4% | -8% | 8% | 2% | 1.2% | -0.5% | 1.0%
Cc1ccc(S(=O)(=O)NCc2ccccc2)cc1C(=O)NCC1CCCO1 (stereo not drawn) | 1.0 | 56 | 7% | nt | -7% | 7% | nt | nt | 0.5%[50 µM] | 2.6%
CCCN(CCC)S(=O)(=O)c1ccc(C(=O)N2CCN(C)CC2)cc1 | 1.5 | 55 | 3% | 7% | 1% | 7% | -4% | -0.6% | 0.2% | -1.0%
C/C(=N\OCC(=O)N/N=C/c1ccccc1)c1cccs1 | -1.0 | 47 | 5% | -3% | 1% | 11% | 1% | -0.3% | 1.5% | 0.5%
CCOc1ccc(C(=O)n2cc(C(=O)OC)c3ccccc32)cc1 | 2.5 | 64 | 7% | 13% | -7% | 6% | 13% | -0.7% | 0.0% | 4.1%
COc1ccc(CCC(=O)NNC(=S)Nc2cccc(C(C)=O)c2)cc1 | 0.1 | 60 | 2% | -6% | -1% | 23% | 13% | 0.0% | -0.3% | 2.4%
SMILES | NTR1 agonist | NTR1 agonist cell count 20 µM | MgcRacGAP inhibition | AID2073 | Dengue-2 NS5 capping | Large T inhibition | Siah-1 displacement | West Nile antiviral | UTI89 phage lysis | RSV CPE inhibition | others
Cc1cc(C)cc(OCC(=O)OCCN2C(=O)c3ccccc3C2=O)c1 | -1.0 | 54 | 6% | -6% | -8% | 3% | 2% | 0.0% | 2.7%[50 µM] | 0.8%
COC(=O)CSc1nc(N)c(C#N)c(-c2ccc(O)cc2)c1C#N | 3.1 | 65 | 12% | -4% | 3% | 9% | 12% | 0.1% | 1.1%[50 µM] | 2.3%
COc1ccc(N2CCN(S(=O)(=O)CCNC(=O)C3CC3)CC2)cc1 | -0.3 | 69 | 9% | nt | -1% | 15% | nt | nt | 1.2%[50 µM] | 1.0%
CCOC(=O)c1c(NC(=O)CSc2nnc(C)c(=O)[nH]2)sc2c1CCCC2 | 1.3 | 71 | 0% | -3% | 11% | 25% | 2% | -0.6% | -0.8% | 7.1%
CCCn1c(=S)[nH]c2cc(C(=O)N(CCO)Cc3ccccc3)ccc2c1=O | 1.7 | 68 | 3% | -20% | -14% | 11% | 0% | 0.8% | -0.1% | 15%
[O-]/[N+](=C/c1ccccc1)c1ccccc1 | -1.5 | 51 | 7% | nt | 3% | nt | nt | nt | -3.7% | 1.6%
COc1ccc(C(=O)O)cc1NCc1cccnc1 | 3.9 | 54 | 5% | -2% | nt | 6% | 0% | -0.3% | 2.1% | 0.9%
S=C(Nc1cccc(Cl)c1)NC1CC2CCCC(C1)N2C1CCCC1 (stereo not drawn) | -0.8 | 80 | 19% | -16% | 1% | 13% | -7% | -0.8% | 0.2% | -1.7%
Cc1cccc(-n2c(Cc3cc(=O)[nH]c(=O)[nH]3)nnc2SCC(=O)Nc2cccc(C(F)(F)F)c2)c1 | -1.8 | 73 | 3% | 4% | -9% | 4% | 6% | 0.4% | 0.0% | 2.6%
COc1ccc(CCNC(=O)Cc2c(Cl)cccc2Cl)cc1 | 0.0 | 22 | 5% | 2% | -6% | 8% | 8% | -0.2% | 0.1% | 1.3%
O=C(CSc1nc2ccccc2s1)N1c2ccccc2Sc2ccc(C(F)(F)F)cc21 | 1.2 | 74 | 7% | -1% | -5% | -5% | -3% | -0.5% | 0.1% | 5.5%
COc1ccccc1CNC(=O)C1CCC(CNS(=O)(=O)c2ccccc2)CC1 (stereo not drawn) | 0.4 | 78 | 8% | -5% | 0% | 22% | 1% | 0.4% | 0.2% | 1.6%
COc1ccc(N2C(=O)CC(c3ccc(OC(C)C)cc3)C2=O)cc1 (stereo not drawn) | -1.2 | 100 | 12% | -6% | -2% | 17% | 1% | 0.8% | 0.3% | 2.4%
CCOC(=O)CSC1=C(C#N)C(c2ccccc2F)C(C(C)=O)=C(C)N1 (stereo not drawn) | 0.0 | 54 | 2% | -10% | -8% | 7% | 1% | 0.3% | -0.7% | 3.2%
CC[N+]1(C)CCC(=C2c3ccccc3CC(=O)c3sccc32)CC1 (stereo not drawn) | 1.2 | 82 | 4% | 4% | -2% | 8% | 3% | -0.8% | 0.1% | 1.4%
Cc1nnc(SCC(=O)Nc2nsc(-c3ccc(Cl)cc3)n2)s1 | -2.1 | 62 | 10% | 1% | 3% | 10% | 5% | 0.1% | 0.1% | ?
CCC/C(C)=N/NC(=O)c1ccccc1O | -1.2 | 52 | 1% | 28% | -3% | 28% | -10% | -0.2% | i | 1.0%
O=C(c1cnn(-c2ccccc2)c1)c1ccccc1O | -1.5 | 79 | 11% | 9% | 4% | -2% | -1% | -0.7% | 0.3% | 0.4%
CS(=O)(=O)c1ccc(C(=O)Nc2nc(-c3ccco3)c(-c3ccco3)s2)cc1 | -0.4 | 65 | 11% | nt | 7% | nt | nt | nt | -0.2%[50 µM] | nt
CN(c1ccc(OCC(=O)N2CCOCC2)cc1)S(=O)(=O)c1ccc(Cl)cc1 | 2.4 | 45 | 9% | -11% | -8% | 9% | 4% | -0.1% | 0.2% | -1.4%
O=C(/C=C/c1ccco1)NC(=S)Nc1cccc(-c2nc3ccccc3s2)c1 | 6.3 | 43 | 18% | nt | nt | nt | nt | 0.6% | 0.0% | 0.9%
COc1cc(CCNc2ccc3nnc(-c4ccccc4)n3n2)cc(OC)c1OC | 10 | 59 | 9% | -8% | -7% | -15% | -1% | 0.4% | 2.5% | -0.3%
C/C=C/C=C\C(=O)Nc1cccc(C2=NOC3(C2)C[C@@H](C(N)=O)N(C(=O)c2cc([N+](=O)[O-])cc([N+](=O)[O-])c2C)C3)c1 (stereo partly drawn) | 1.2 | 63 | 12% | 50% | 7% | 17% | 4% | 0.4% | 1.8% | 3.1%
Cc1ccccc1NC(=O)c1ccco1 | 1.1 | 61 | 7% | -6% | -1% | 4% | 1% | -0.2% | 0.4% | 0.5%
CC1CCCN(C(=O)C23CCC(C)(C(=O)C2)C3(C)C)C1 (stereo not drawn) | -0.4 | 55 | 6% | -18% | 2% | 2% | -2% | 0.1% | 0.3% | 2.7%
CC/C(=N\NC(=O)CSc1ncccn1)c1ccc2c(c1)OCCO2 | -1.3 | 57 | 7% | -1% | 0% | 4% | 5% | 0.1% | 1.2% | 0.8%

Compounds as they come; overall some 1.6% were active at least once.
